# Compound activity as filed in PubChem.
# SSB-PriA inh: blocks PriA binding to SSB C-terminal tail; AlphaScreen SSBct-PriA binding, biotinylated peptide; inhibition, % at 33 µM; actives 0.6% (n = 430,000); in the data active = inhibition mostly above about 37%, no sharp cut-off; inactive = mostly below about 20%;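 note: plate controls were negative control peptide for no effect and reference peptide for full effect; strong numbers were not always called active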
# The depositor's hits bear a star; i = inactive; & = joins results of further samples.
SMILES,SSB-PriA inh
CN1CCc2c(sc(NC(=O)c3ccc(S(=O)(=O)N4CC5(C)CC4CC(C)(C)C5)cc3)c2C(N)=O)C1 (stereo not drawn),-22.0
COC(=O)c1ccc(CSc2ncnc3c2cnn3-c2ccc(Cl)cc2)o1,-18.0
O=[N+]([O-])c1ccccc1NN=C1CC2CC=CC12 (stereo not drawn),70.8*
O=C(NCc1cccs1)C1CCN(c2ccc(-c3ccc(Cl)cc3)nn2)CC1,-18.0
CC(=NNc1ccc(Cl)cc1)c1cnnc(-c2ccccc2)n1,-7.7
CCCCCCCCCCCCS(=O)(=O)CCS(=O)(=O)OCC(F)(F)F,-7.0
Cc1cc2ncn(CC(=O)NCc3cccs3)c2cc1C,6.0
O=[N+]([O-])c1c(NCCO)cc(Nc2ccc3c(c2)OCCO3)c2nonc12,23.0
O=S(=O)(CCOc1ccccc1)Nc1cnn([C@H]2CCOC2)c1,-11.0
O=C(Cc1ccc(F)cc1)NN=Cc1ccncc1,-3.6
Cc1onc(-c2ccccc2Cl)c1C(=O)Nc1c2c(nn1CC(=O)NCc1ccco1)CSC2,2.0
O=c1ccc(-c2ccncc2)nn1CCNS(=O)(=O)c1ccc2c(c1)CCCC2,3.0
C[C@](O)(CNC(=O)c1ccc(F)cc1Cl)c1cc2ccccc2o1,-12.0
CCOc1ccccc1NC(=O)CN1CCN(c2nccn2-c2cccc(Cl)c2)CC1,59.0*
CSc1ccc(CNC(=O)COc2nc(C)nc3ccccc23)cc1,6.0
CCOc1ccc(C=NNC(=S)NC2CC3CCC2C3)cc1 (stereo not drawn),3.0
O=C(NCc1cccnc1)C(=O)NC[C@@H](c1ccco1)S(=O)(=O)c1ccccc1,-3.0
Cn1nc(CNC(=O)[C@H]2CC(=O)N(c3ccc(F)cc3)C2)c2c1CCOC2,1.0
Cc1nc(N2CCN(C(=O)c3ccccc3)CC2)c2oc3ccccc3c2n1,5.0
COc1ccc(/C=C2\NC(=O)N(CC(=O)Nc3ccc(Cl)cc3)C2=O)cc1,1.0
CCN(CC)S(=O)(=O)c1ccc(C(=O)N=c2sc3cc4c(cc3n2C)OCCO4)cc1,-18.0
COc1ccc(CC(=O)Nc2cc(C)nn2-c2nc3ccccc3s2)cc1,-12.0
COc1ccccc1/C=N/Nc1ccc(S(=O)(=O)Nc2ccccc2OC)cc1[N+](=O)[O-],i
O=C(c1ccc2ncsc2c1)N1CC(c2nc(-c3ccc[nH]c3=O)no2)C1,2.0
Cc1nc2ccccn2c1C(=O)NCC(O)(c1ccco1)C1CC1 (stereo not drawn),-12.0
CCOc1ccccc1NC(=O)C(=O)NCc1ccc(C(=O)c2ccco2)s1,-6.0
S=c1[nH]nc(COc2ccc(Cl)cc2)n1-c1ccc(Br)cc1,23.0
CC(=NN1C(C)CCCC1C)c1ccccc1O (stereo not drawn),6.4
CC(C)c1ccc(S(=O)(=O)NCCCc2ccc(N(C)C)cc2)cc1,28.0
O=[N+]([O-])c1ccc(C=NNc2ccc3ccccc3c2)o1,55.3*

# Pulled by compound from above, 3 records:
SMILES,SSB-PriA inh
COC(=O)c1ccc(CSc2ncnc3c2cnn3-c2ccc(Cl)cc2)o1,-18.0
Cc1nc(N2CCN(C(=O)c3ccccc3)CC2)c2oc3ccccc3c2n1,5.0
COc1ccc(/C=C2\NC(=O)N(CC(=O)Nc3ccc(Cl)cc3)C2=O)cc1,1.0

# Remaining list, next part
SMILES,SSB-PriA inh
O=C(NCc1ccc2[nH]c3c(c2c1)CCCC3)Nc1cccc(Cl)c1,12.0
Cc1ccc(C=NNC(=O)CSc2nc3ccccc3o2)cc1,-16.1
COc1ccc(S(=O)(=O)N2CCN(CCNC(=O)c3ccccc3Br)CC2)cc1,-8.0&4.0
Clc1ccc(/C=N/Nc2ccccc2)cc1,i
CC(=NNC(=O)c1ccoc1C)c1cccc2ccccc12,1.1
O=C(O)CCC(=O)N(Cc1ccccc1)Cc1cn(-c2ccccc2)nc1-c1cccs1,-6.0&-3.0
Cc1c(Cl)cccc1NC(=O)C(=O)c1cn(CC(=O)N2CCOCC2)c2ccccc12,5.0
CC1=NNC(=O)C1CCC(=O)NN=Cc1ccccc1[N+](=O)[O-] (stereo not drawn),-5.3
Cc1cc(C(=O)N2CC(c3nc(C4CC4)no3)C2)c(C)o1,6.0
O=S(=O)(c1ccccc1Cl)N1CCN(c2ncnc3c2nnn3Cc2ccccc2)CC1,8.0
Cc1ccc(C=NNC(=O)c2ccc(-c3ccccc3)cc2)o1,4.6
CC(C)(C)c1nn2cnnc2n(/N=C\c2ccc(Cl)cc2)c1=O,11.0
Cc1cc(CNC(=O)CNC(=O)c2ccccc2)nc(N2CCOCC2)n1,0.0
COc1ccc(C)cc1NC(=O)NCCn1ncccc1=O,-6.0
COc1ccc(S(=O)(=O)NC[C@@H](c2cccnc2)N2CCN(Cc3ccccc3)CC2)cc1C,-9.0
O=C(Nc1cccc(Cl)c1)N1CC(S(=O)(=O)c2ccc(F)cc2)C1,-20.0
O=C(Cn1cnc(-c2ccccc2)cc1=O)N1CCN(c2cccc(Cl)c2)CC1,-17.0
Cc1cc(C)c(S(=O)(=O)NCC2CCCO2)cc1C (stereo not drawn),-2.0
O=C(Nc1cccnc1)c1ccc(=O)n(Cc2ccc(F)cc2)n1,-7.0
O=C(C[C@H]1C/C=C/CCCC(=O)OC[C@H]2CCCN2C1=O)NCCO,-5.3
CCOC(=O)CCC(=O)NCC#CCOc1ccccc1OC,-8.0
OCCCc1nc2n(n1)C(c1ccc(Cl)cc1Cl)C=C(c1ccc(Br)cc1)N2 (stereo not drawn),3.0
CCOC(=O)c1sc2cccc(F)c2c1S(=O)(=O)Nc1ccc(OC)c(Cl)c1,-23.0
Cc1nc(-c2ccccc2NC(=O)c2ccc3nsnc3c2)cs1,-7.0
N#C/C(C(=O)N1CCOCC1)=C1/N=C(NC(=O)c2cccs2)c2ccccc21,-8.0
Cc1nc(-c2cccs2)sc1CNC(=O)c1ccc(-n2cccn2)nn1,14.0
Cc1cc(NC(=O)c2ccccc2)on1,-11.0
Brc1ccc(-c2ccc(-c3nnc(-c4ccco4)o3)o2)cc1,7.0
CC1CCc2c(sc(NC(=O)/C=C/c3cccs3)c2C#N)C1 (stereo not drawn),4.0
O=C(c1noc2c1CCCC2)N1CCN(c2ccc(-n3cncn3)nn2)CC1,-4.0

# Given bar-delimited: four of the compounds above
Compound | SSB-PriA inh
O=C(Nc1cccnc1)c1ccc(=O)n(Cc2ccc(F)cc2)n1 | -7.0
O=C(C[C@H]1C/C=C/CCCC(=O)OC[C@H]2CCCN2C1=O)NCCO | -5.3
CCOC(=O)CCC(=O)NCC#CCOc1ccccc1OC | -8.0
OCCCc1nc2n(n1)C(c1ccc(Cl)cc1Cl)C=C(c1ccc(Br)cc1)N2 (stereo not drawn) | 3.0

# Other structures:
SMILES,SSB-PriA inh
Fc1cccc(F)c1C=NNC(=S)Nc1cccnc1,-9.4
CCOC(=O)c1c(NC(=O)c2ccc(S(=O)(=O)N(C)C[C@H]3CCCO3)cc2)sc2c1CCN(C(C)C)C2,-14.0
COc1ccc(N2C(=O)C3N=NN(CC(=O)Nc4cccc(C)c4C)C3C2=O)cc1Cl (stereo not drawn),-9.0
NC(=O)c1ccc(NC(=O)CCCSc2ccc(NC(=O)c3cccs3)nn2)cc1,-11.0
O=C(CC1CCCCN1S(=O)(=O)c1ccccc1)Nc1ccccc1 (stereo not drawn),13.0
COC(=O)c1ccccc1C(=O)N1CCCCC1c1cc(C(N)=O)n[nH]1 (stereo not drawn),-4.0
COCCCN1C(=O)C(=O)C(=C(O)c2ccc(S(=O)(=O)N3CCOCC3)cc2)C1c1ccc(Cl)cc1 (stereo not drawn),-12.3
O=S(=O)(NCC1CCN(c2ncccn2)CC1)C1CC1,-2.0
Cc1cc(NC(=O)C(=O)NCC2CCN(c3nccnc3C#N)CC2)no1,-16.0
O=C(Nc1nc2c(s1)C(=O)NCCC2)c1nc2ccccc2s1,-5.0
CC(=O)Nc1ccc2nc(NC(=O)c3ccnn3C)sc2c1,2.0&13.0
O=C(CSc1cccc2cccnc12)Nc1ccccc1Cl,5.0
Cc1[nH]c(=O)[nH]c(=O)c1CCc1nnc(SCC(=O)NCc2ccc3c(c2)OCO3)o1,-8.0
O=C(c1cccs1)N1CCc2ccc(NS(=O)(=O)C3CCCCC3)cc21,-13.0
O=C(Cc1ccccc1)NN=Cc1cccs1,-21.0
CCC(=O)Nc1nc2c(C)ccc(Cl)c2s1,7.0
O=C(NCCc1csc(-c2ccc(Cl)cc2)n1)C1CCCC1,-19.0
CCOC(=O)c1sc(NC(=O)c2ccc(Cl)cc2Cl)nc1-c1ccccc1,-4.0
CC(C)C(NC(=O)C12CC3CC(CC(C3)C1)C2)C(=O)NN (stereo not drawn),-1.0
O=C(NN=Cc1cccs1)[C@H]1C[C@@H]1c1ccccc1,0.6
Cc1nn(C2CCS(=O)(=O)C2)c2nc(-c3ccccc3)cc(C(=O)NCc3c(F)cccc3F)c12 (stereo not drawn),-8.0
CCN1C(=O)C(C)(C)COc2ccc(NS(=O)(=O)C3CCCCC3)cc21,1.0
COc1ccc(CCNC(=O)NCCn2ccn3nccc23)cc1,4.0
COc1cc(NC(=O)c2cc([N+](=O)[O-])ccc2Cl)ccc1N1CCCC1=O,-12.0
O=c1nc(N2CCOCC2)ccn1C(N=C(c1ccccc1)N1CCOCC1)=C(Cl)Cl,-2.0
COc1ccc(S(=O)(=O)NCC2CCN(Cc3ccccc3)CC2)cc1Cl,13.0
S=c1[nH]nc(-c2ccco2)n1N=Cc1c(Cl)cccc1Cl,-9.3
Cc1ccc(Oc2ccc(OCC(=O)Oc3ccc(C#N)cc3)cc2)cc1,-2.0
CCOc1ccccc1NC(=O)c1cc(S(=O)(=O)N2CCN(c3ccccn3)CC2)ccc1F,6.0
O=C(NCCn1nc(-c2cccs2)n(C2CC2)c1=O)Nc1cccs1,-3.0

# Some of the entries so far, field by field.
> CCOC(=O)c1sc(NC(=O)c2ccc(Cl)cc2Cl)nc1-c1ccccc1
  SSB-PriA inh: -4.0

> CC(C)C(NC(=O)C12CC3CC(CC(C3)C1)C2)C(=O)NN (stereo not drawn)
  SSB-PriA inh: -1.0

# (more compounds)
SMILES,SSB-PriA inh
O=C(Nc1cnn(CC2CCOCC2)c1)c1ccc2nsnc2c1,-12.0
O=C(NCc1ccccc1Cl)C1CN(C(=O)c2c[nH]c3ccccc23)C1,-7.0
COCCN1CCCc2ccc(NC(=O)c3ccccc3Br)cc21,34.0
C[C@@](O)(CNC(=O)NCc1ccccc1)Cc1ccco1,-10.0
CCCN1CCc2c(sc(N)c2-c2nc3ccccc3s2)C1,4.0
COc1cc(OC)cc(C(=O)N=c2sc3cc4c(cc3n2C)OCCO4)c1,-25.0
O=C(Cn1c(SCCOc2ccccc2)nc2ccccc21)N1CCCCCC1,-17.0
O=C(Nc1nc(-c2cccnc2)cs1)c1cc(OCc2ccccc2)no1,-28.0
COc1ccccc1C=NNC(=O)C(=O)N1CCN(c2ccccc2OC)CC1,-5.2
O=C(COc1coc(C(=O)N2CCCC2)cc1=O)Nc1ccccc1,-11.0
O=C(Nc1cc2ccccc2cc1NC(=O)c1ccc(Br)cc1)c1ccc(Br)cc1,-8.0
Cc1cccc(N2CCN(c3ncnc4scc(-c5ccccc5)c34)CC2)n1,-7.0
O=C(Nc1ccc(Cl)c(Cl)c1)c1ccccn1,42.7
N#C/C(=C/c1ccc(Cl)cc1)C(=O)Nc1ccc([N+](=O)[O-])cc1Cl,-4.0
O=C1C(=O)N(c2nccs2)C(c2ccccc2F)C1=C(O)c1ccc2c(c1)OCCO2 (stereo not drawn),0.1
CC(=NNC(=O)C1CC1(C)c1ccccc1)c1ccco1 (stereo not drawn),12.2
COc1ccc(OC)c2sc(N(Cc3ccccn3)C(=O)c3cc([N+](=O)[O-])ccc3Cl)nc12,4.0
CCN(CC)c1ccc(/C=N/NC(=O)c2cc(C(C)(C)C)[nH]n2)cc1,17.0
Cc1cc(C)n(CC2CCN(C(=O)Nc3ccccc3C(F)(F)F)CC2)n1,-5.0
COc1ccc(-c2ccc(C(=O)O)c(N)c2)cc1,-19.0
O=C(c1cnc2ccc(Cl)cc2c1Nc1ccc(Cl)cc1Cl)N1CCCC1,-16.0
Cc1ccc(C=NNc2cccc(C(=O)O)c2)s1,-1.8
C=CCNC(=O)Cn1c(CO)cnc1SCC(=O)NCc1ccc2c(c1)OCO2,-8.0
Cc1ccc(N2C[C@@H](NC(=O)c3ccc(Cl)cc3)CC2=O)cc1,-13.0
CCOC(=O)CC(N)=NNC(=O)c1ccc(Cl)cc1Cl,5.0
CN(C)CCN(C(=O)c1cc2cc([N+](=O)[O-])ccc2s1)c1nc2ccccc2s1,3.0
O=C(NCCn1ncccc1=O)C1CCCCC1,-6.0
CC(O)(CNC(=O)c1cc2ccccc2o1)Cc1ccco1 (stereo not drawn),6.0
Cc1ccc(NC(=O)NC2CC3CCC(C2)N3S(C)(=O)=O)cc1C (stereo not drawn),-19.0
COc1cccc(C(=O)NCC2CCN(C3CCCC3)CC2)c1,-2.0
Cc1ncn(CC(=O)Nc2nc3c(s2)C(=O)NCCC3)c(=O)c1C,-4.0
CCOC(=O)N1CCN(C(c2ccccn2)c2c(-c3ccccc3)n(O)c3ccccc23)CC1 (stereo not drawn),18.0
O=C(Cc1ccccc1Cl)N1CCC(Oc2nc3ccccc3o2)CC1,-15.0
COc1ccc([C@@H](O)CNC(=O)C(=O)Nc2cccc(C(F)(F)F)c2)cc1OC,-17.0
COc1ccc([C@@H]2C(C(=O)c3ccco3)=C(O)C(=O)N2c2ccccn2)cc1,-7.0
CCNc1nn(CC(=O)N2CCOc3ccc(C)cc32)c(N)c1-c1nc(-c2ccc(Cl)cc2)no1,-5.0
CSc1nc(N2CCCC2)c2cnn(CCNC(=O)Cn3cnc4c3c(=O)n(C)c(=O)n4C)c2n1,-6.0
CO[C@@H](CNC(=O)c1ccccc1Br)c1ccc(Cl)s1,-6.0
O=C(c1cc(C2CC2)on1)N1CCN(c2nc(-c3ccsc3)cs2)CC1,3.0
O=C(NCCCn1nc(-c2ccc(Cl)cc2)ccc1=O)c1ccc2ccccc2n1,-6.0
O=C(CSc1ccc2nnc(-c3ccccn3)n2n1)c1ccc(Cl)cc1,-49.0
C#CCn1c(=NC(=O)c2ccn(C)n2)sc2cc(OC)c(OC)cc21,10.0

# Not all compounds are listed; count on the stated rates, not on these rows.
